Yeast growth tox: Inhibits yeast growth, turbidity readout | S. cerevisiae wild-type growth, A595 turbidity, 16 h | growth inhibition, % at 25 µM (by protocol) | actives 0.3% (n = 30,000);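 active means mutant and wild-type yeast strains alike exhibit over 30% growth inhibition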;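 further: 0% = untreated cell controls and 100% = YPD media blanks without cells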
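Incubation: 16 h growth with compound, 30 °C; Material: S. cerevisiae wild-type or eIF2Bepsilon-R284H mutant strain; Signal: turbidity measured as absorbance at 595 nm; Medium: YPD yeast growth medium; Measure: growth inhibition (%) versus cell controls and blanks; Doses: 25 µM single dose.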
Yeast eIF2B: modulators of yeast eIF2B activity | S. cerevisiae eIF2B-epsilon R284H, GCN4-lacZ luminescence | inhibition, % at 25 µM (by protocol) | actives 0.91% (n = 27,000) | AID 688;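 active means mutant luminescence inhibited past about 50% while wild type luminescence and mutant growth stay under set limits, limit read from the data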; further: some compounds called inactive have numbers as strong as hits
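Material: yeast eIF2B-epsilon R284H mutant carrying GCN4–beta-galactosidase fusion. Medium: YPD yeast growth medium. Incubation: 16 h growth with compound at 30 °C, 90 min Beta-Glo step. Signal: Beta-Glo luminescence plus absorbance at 595 nm. Evaluation: % inhibition of reporter signal and growth versus controls. Doses: 25 µM single dose.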
Yeast growth tox inhibition %: further read-out of Yeast growth tox, marked with its call; growth inhibition, %; S. cerevisiae eIF2Bepsilon-R284H mutant growth, A595 turbidity, 16 h;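 each compound tested once at 25 µM; 0% equals untreated cells and 100% equals cell-free medium blanks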
Yeast eIF2B mutant toxicity: recorded beside Yeast eIF2B, whose call it bears; growth inhibition, %; measured here: mutant yeast growth, toxicity;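 each compound tested once at 25 µM; zero equals untreated control growth and 100 equals blank medium absorbance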
Numbers without * were called inactive; . = not tested or not shown. A portion of the library (hit frequency here may not be typical).

SMILES | Yeast growth tox | Yeast growth tox inhibition % | Yeast eIF2B | Yeast eIF2B mutant toxicity
CN1CCN(C(=O)c2ccc(N(Cc3ccccc3Cl)S(C)(=O)=O)cc2)CC1 | -4 | 0 | 34 | .
Nc1nc(CN2CCCCCC2)nc(Nc2ccccc2)n1 | 18 | -18 | 26 | -18
Cc1ccc(OCC(=O)NC2CCCC2)c(C)c1 | -31 | -5 | 25 | -5
Cc1ccc(N2C(=O)c3ccc(N)cc3C2=O)cc1C | 18 | 20 | -21 | 20
CCCN(CCC)S(=O)(=O)c1ccc(C(=O)Nc2nnc(-c3cc(OC)cc(OC)c3)o2)cc1 | 26 | -20 | 27 | -20
CCC1CCCCN1C(=O)CSc1nc2ccsc2c(=O)n1Cc1ccccc1 (centres undefined) | 3 | 7 | . | .
Cc1cc(S(=O)(=O)N(Cc2ccccc2)Cc2ccc(N(C)C)cc2)ccc1-n1cnnn1 | -23 | -12 | 24 | -12
Cc1nn(CC(O)CN2c3ccccc3Sc3ccccc32)c(C)c1Br (centres undefined) | 8 | 14 | 7 | 14
COc1ccc(-n2c3c(cc(C(=O)N4CCCCC4)c2=O)C(=O)CC(C)(C)C3)cc1 | -5 | -18 | 7 | -18
O=C(Oc1ccccc1C(=S)N1CCCCC1)c1cc([N+](=O)[O-])cc([N+](=O)[O-])c1 | . | . | 13 | .
CC1(C)CC2(CCCN3C(=O)CSC32)CCS1 (centres undefined) | 6 | 6 | -2 | 6
Cc1nnc(-n2ncc(C#N)c2N)c2nn(-c3cccc(Cl)c3)c(C)c12 | -32 | -37 | -30 | -37
O=C(NCCO)NC(=S)c1ccccc1 | -7 | 8 | . | .
COC(=O)c1ccccc1NC(=O)C1CCN(S(=O)(=O)c2cc(OC)ccc2OC)CC1 | . | . | 14 | .
CCOC(=O)C1C(=O)OC(C)(C)C1C(C)C(=O)c1ccccc1 (centres undefined) | 1 | 17 | . | .
CCc1cccc(NC(=O)Cn2ncn3c(cc4ccccc43)c2=O)c1 | -1 | -11 | 5 | -11
Cc1ccc(CSc2sc(C(=O)c3ccccc3)c(N)c2C#N)cc1 | 3 | 2 | -5 | 2
CCOC(=O)c1[nH]c(=O)[nH]c1CSc1ccccn1 | 7 | -5 | 24 | -5
COc1ccc(C2C(C(C)=O)=C(C)N=c3s/c(=C\c4ccco4)c(=O)n32)c(OC)c1 (centres undefined) | -4 | -16 | 14 | -16
Fc1ccccc1N1CCN(C(c2ccccn2)c2nnnn2C2CCCCC2)CC1 (centres undefined) | 3 | 7 | 10 | 7
Cn1c(NC(=O)c2ccccc2)c(-c2cccs2)c(=O)c2ccccc21 | 12 | 11 | . | .
O=C1c2ccccc2C(=O)C1c1ccncc1 | 20 | 2 | 67* | .
CCCn1c(=O)[nH]c(=O)c2c1nc(-c1ccc3c(c1)OCCO3)n2CCN1CCOCC1 | -2 | -5 | 1 | -5
CCn1nnnc1SCC(=O)c1cccc(OC)c1 | -2 | -18 | 9 | -18
Oc1ccc(Nc2nc(NCC3CCCO3)c3ccccc3n2)cc1 (centres undefined) | 7 | 2 | -14 | 2
COc1cccc(OCCCCSc2ncccn2)c1 | 19 | 7 | 24 | 7
CC(C)(C)n1nnnc1C(c1ccc(Cl)cc1)N1CCSCC1 (centres undefined) | -2 | -17 | 14 | -17
CCOC(=O)CSc1nc(-c2ccc(OC)cc2)ns1 | 2 | 0 | -5 | .
COCc1nnc(NC(=O)CCc2ccccc2)s1 | 19 | -13 | . | .
CCCCC(c1nnnn1CCOC)N1CCN(Cc2ccccc2)CC1 (centres undefined) | 10 | 4 | 17 | 4
COc1ccccc1-n1nc(C(=O)Nc2ccc3c(c2)OCO3)c2ccccc2c1=O | -13 | 0 | 50* | .
O=C(NCCCn1ccnc1)c1noc2c1CCCC2 | 8 | 4 | -3 | 4
O=C(NCCCN1CCOCC1)C(C(=O)c1ccccc1)n1ccccc1=O (centres undefined) | 19 | -4 | . | .
CCCCCCCNC1=CC(=O)CC(c2ccco2)C1 (centres undefined) | 0 | -13 | 46 | -13
Cc1ccc(C(=O)N/C(=C\c2cccs2)C(=O)N2CCCCCC2)cc1 | 9 | -5 | 1 | -5
COCc1cc(C)nc(Nc2ccccc2C)c1C#N | 17 | 22 | -4 | 22
CCOC(=O)C1(O)CSc2nc3sc(C(=O)O)c(C)c3c(=O)n21 (centres undefined) | 11 | 0 | 4 | .
CCc1cc(C(=O)OC)c(NC(=O)c2cc(Br)cs2)s1 | -4 | 4 | 2 | 4
CCOc1cc(C(=S)N2CCCCC2)ccc1OCC(=O)NCc1ccccc1 | 2 | 11 | . | .
COC(=O)C1C(=O)NCC1c1ccccc1 (centres undefined) | . | . | -10 | .
CCCC(CCC(=O)NC1CCCCC1)C(=O)O (centres undefined) | -6 | 8 | 91* | .
CCOC(=O)c1cnc(SCC(=O)Nc2ccccc2N2CCOCC2)nc1N | 9 | -33 | 19 | -33
Cc1c(CN2CCCCC2C)c(=O)n(-c2ccccc2)n1C (centres undefined) | 28 | 11 | 18 | 11
CCOC(=O)c1sc(NC(=O)c2ccco2)nc1C | 0 | -26 | 11 | -26
COc1ccc(CC(=O)Nc2ccc(-c3noc(-c4ccccc4OC)n3)cc2)cc1 | -23 | -2 | . | .
CN(C)CCSc1nnc(-c2ccccc2)o1 | 4 | 2 | . | .
O=C(NC(Cc1c[nH]c2ccccc12)c1nnc2n1CCCCC2)c1ccc(Cl)cc1 (centres undefined) | 7 | -15 | 3 | -15
CC(C)OC(=O)C1=C2SCC(=O)N2C(N)=C(C#N)C1 | 19 | 24 | . | .
COC(=O)C(CCCCN1C(=O)C2C3C=CC(C3)C2C1=O)N1C(=O)C2C3C=CC(C3)C2C1=O (centres undefined) | -6 | -14 | 9 | -14
O=c1oc2c3c4c(cc2c2c1CCC2)OCCN4CCC3 | 5 | 0 | 4 | .
COC(=O)Cn1c(C(F)(F)F)nc2ccccc21 | -4 | 4 | 18 | 4
CCC(=O)N1c2ccc(S(=O)(=O)N(CCO)Cc3ccccc3)cc2CC1C (centres undefined) | -7 | 14 | -38 | 14
COc1cccc(C(=O)CN2C(=O)C(C)(C)Oc3ccc(C(=O)N4CCCCCC4)cc32)c1 | 7 | -36 | 18 | -36
CCCCNC(=O)Nc1nnc(-c2ccc(Cl)cc2)o1 | 2 | 15 | . | .
O=C(CC1=NC2(CCCC2)Cc2ccccc21)N1CCOCC1 | 12 | 9 | 16 | 9
CCn1cc(S(=O)(=O)CC(=O)Nc2cc(C)on2)c2ccccc21 | -8 | -4 | 21 | -4
c1cc2c(cc1CN1CCOCC1)OCO2 | 12 | 12 | . | .
O=C(CSc1ccccc1)NCCCN1CCOCC1 | 22 | 5 | -8 | 5
Cc1nc(C)c(C(=O)Nc2ccccc2-c2ccccc2)o1 | 20 | -11 | 10 | -11
CCOc1ccccc1NC(=O)CCN1CCN(S(=O)(=O)c2ccc(OC)cc2)CC1 | -8 | -19 | 22 | -19

Remaining list, next part.
SMILES | Yeast growth tox | Yeast growth tox inhibition % | Yeast eIF2B | Yeast eIF2B mutant toxicity
CCOC(=O)Cn1nnnc1C(CC)N(Cc1cc2ccc(C)cc2[nH]c1=O)C1CCCC1 (centres undefined) | 21 | 13 | 20 | 13
COC(=O)C(Cc1cnc(Cl)s1)(C(=O)OC)c1ccc(C(F)(F)F)cc1[N+](=O)[O-] | 10 | 6 | 15 | 6
CN(C)S(=O)(=O)n1ccnc1 | 28 | 11 | . | .
Cc1nc2c(Br)cc(Br)cc2cc1O | 35 | 28 | -20 | 28
COc1ccccc1OCc1ccc(C(=O)NCC2CCCO2)o1 (centres undefined) | -4 | -5 | . | .
O=c1cc(CSc2nnc(-c3cccnc3)n2-c2ccccc2F)nc2sccn12 | -11 | 0 | 9 | .
COc1ccc(OC)c2[nH]c(=O)c(CCNC(=O)c3ccc(S(=O)(=O)N4CCCC4)cc3)cc12 | 15 | -8 | . | .
Cc1ccc(C(=O)CSc2ncnc3sc4c(c23)CCC(C)C4)cc1 (centres undefined) | -20 | 13 | 17 | 13
Cc1nnc(NCc2ccco2)s1 | 25 | -16 | 10 | -16
COC(=O)/C=C1/S/C(=N/NC(=O)c2ccccc2)NC1=O | 29 | 5 | . | .
c1ccc2sc(SCc3ccc(-c4nnco4)cc3)nc2c1 | 16 | -7 | 28 | -7
CCOc1ccc(NC(=O)NCC2CCN(c3ccc(OC)cc3)C2)cc1 (centres undefined) | 14 | 16 | 15 | 16
CCC(=O)Nc1nnc(SCC(=O)N2c3ccccc3CC2C)s1 (centres undefined) | -12 | -5 | -8 | -5
Cc1ccc(Cc2c(C)nc3nc(SCC(=O)NCCN4CCOCC4)nn3c2C)cc1 | 3 | 0 | 5 | .
COc1ccc(-n2c(=O)c3c4c(sc3n3c(C)nnc23)COC(C(C)C)C4)cc1 (centres undefined) | . | . | -14 | .
COc1ccc(NC2=CC(=O)CC(C)(C)C2)cc1OC | 26 | 23 | 27 | 23
Cc1cc(C)nc(SC2CCOC2=O)n1 (centres undefined) | -20 | 15 | . | .
CC(=O)Oc1ccc2nc(-c3cccs3)oc(=O)c2c1 | 8 | 14 | 2 | 14
CCn1[nH]c(=O)c(=Nc2c(C)n(C)n(-c3ccccc3)c2=O)cc1-c1ccc(Cl)cc1 | -6 | -5 | 15 | -5
CCCOc1ccc(/C(O)=C2/C(=O)C(=O)N(CCCn3ccnc3)C2c2cccs2)cc1 (centres undefined) | 20 | 14 | 14 | 14
O=C(CCc1nc(-c2ccccc2)no1)N1CCCC1 | 11 | 12 | 32 | 12
Cc1ccc(C(=O)CSC2=C(C#N)C(c3ccco3)C3=C(CCCC3=O)N2)cc1 (centres undefined) | 15 | 7 | 5 | 7
Nn1c(SCc2nc3ccccn3c2Br)nnc1-c1cccnc1 | 4 | -5 | 18 | -5
CCOC(=O)C1CCCN(C2CC(=O)N(c3cccc(C)c3)C2=O)C1 (centres undefined) | 11 | -4 | 23 | -4
CCOc1cccc(NC(=O)CSc2nc(C)c3c(c2C#N)CCCC3)c1 | -11 | -14 | -3 | -14
Cc1nn2cc(-c3ccc(-c4ccccc4)cc3)nc2s1 | 7 | 16 | 25 | 16
Cc1noc(C)c1CSc1nnc2sc3ccccc3n12 | 22 | 2 | 25 | 2
NC(=NC1CCCCC1)c1ccc([N+](=O)[O-])cc1 | 8 | 31 | 12 | 31
O=C(c1ccccc1)c1cn[nH]c1-c1ccccc1O | 1 | -27 | 25 | -27
COCCNC(=O)c1ccccc1NC(=O)C1COc2ccccc2O1 (centres undefined) | 2 | 8 | -11 | 8
COc1ccc(-c2ccc(-c3noc(-c4ccc(OC)c(OC)c4)n3)c(OC)n2)cc1 | 13 | -65 | 23 | -65
Cc1ccc(NC(=O)c2c(C)nc(Nc3nc4ccccc4o3)nc2C)cc1 | 13 | -37 | 28 | -37
Cc1ccnc2nc(C(=O)Nc3ccc(N4CCOCC4)cc3)nn12 | 24 | 10 | 53* | .
CCn1c(SCC(=O)NCC(=O)Nc2ccc(F)cc2)nnc1-c1ccncc1 | -2 | -14 | 20 | -14
COc1ccc(OC)c(NC(=O)CC(NCCC2=CCCCC2)C(=O)O)c1 (centres undefined) | 15 | -9 | 15 | -9

Entries shown so far containing an aryl thioether with sulfur outside any ring (19):
SMILES | Yeast growth tox | Yeast growth tox inhibition % | Yeast eIF2B | Yeast eIF2B mutant toxicity
CCC1CCCCN1C(=O)CSc1nc2ccsc2c(=O)n1Cc1ccccc1 (centres undefined) | 3 | 7 | . | .
Cc1ccc(CSc2sc(C(=O)c3ccccc3)c(N)c2C#N)cc1 | 3 | 2 | -5 | 2
CCOC(=O)c1[nH]c(=O)[nH]c1CSc1ccccn1 | 7 | -5 | 24 | -5
CCn1nnnc1SCC(=O)c1cccc(OC)c1 | -2 | -18 | 9 | -18
COc1cccc(OCCCCSc2ncccn2)c1 | 19 | 7 | 24 | 7
CCOC(=O)CSc1nc(-c2ccc(OC)cc2)ns1 | 2 | 0 | -5 | .
CCOC(=O)c1cnc(SCC(=O)Nc2ccccc2N2CCOCC2)nc1N | 9 | -33 | 19 | -33
CN(C)CCSc1nnc(-c2ccccc2)o1 | 4 | 2 | . | .
O=C(CSc1ccccc1)NCCCN1CCOCC1 | 22 | 5 | -8 | 5
O=c1cc(CSc2nnc(-c3cccnc3)n2-c2ccccc2F)nc2sccn12 | -11 | 0 | 9 | .
Cc1ccc(C(=O)CSc2ncnc3sc4c(c23)CCC(C)C4)cc1 (centres undefined) | -20 | 13 | 17 | 13
c1ccc2sc(SCc3ccc(-c4nnco4)cc3)nc2c1 | 16 | -7 | 28 | -7
CCC(=O)Nc1nnc(SCC(=O)N2c3ccccc3CC2C)s1 (centres undefined) | -12 | -5 | -8 | -5
Cc1ccc(Cc2c(C)nc3nc(SCC(=O)NCCN4CCOCC4)nn3c2C)cc1 | 3 | 0 | 5 | .
Cc1cc(C)nc(SC2CCOC2=O)n1 (centres undefined) | -20 | 15 | . | .
Nn1c(SCc2nc3ccccn3c2Br)nnc1-c1cccnc1 | 4 | -5 | 18 | -5
CCOc1cccc(NC(=O)CSc2nc(C)c3c(c2C#N)CCCC3)c1 | -11 | -14 | -3 | -14
Cc1noc(C)c1CSc1nnc2sc3ccccc3n12 | 22 | 2 | 25 | 2
CCn1c(SCC(=O)NCC(=O)Nc2ccc(F)cc2)nnc1-c1ccncc1 | -2 | -14 | 20 | -14

Screening results (PubChem)
